A3A deaminase = blocks human APOBEC3A ssDNA deamination | hit rate 0.41% among 330,000 | P31941 | recombinant A3A, FAM/TAMRA ssDNA deamination fluorescence | inhibition, % at 20 µM;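 active = at least 40% inhibition at 20 µM here, with at most 30% in a related deaminase screen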;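 note: plate controls were A3A with DMSO for no effect and wells lacking A3A enzyme for full effect; some results filed as inactive read as strong as hits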
Target sequence (P31941 whole entry, looked up): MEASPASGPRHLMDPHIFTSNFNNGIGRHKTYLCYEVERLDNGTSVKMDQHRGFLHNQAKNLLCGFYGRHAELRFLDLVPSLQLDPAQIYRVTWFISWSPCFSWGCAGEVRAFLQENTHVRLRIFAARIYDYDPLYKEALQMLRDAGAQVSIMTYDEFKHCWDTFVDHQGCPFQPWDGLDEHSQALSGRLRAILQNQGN
hIAP activ = increases human intestinal alkaline phosphatase activity | activation factor at 10 µM | hit rate 0.16% among 330,000 | P09923 | purified human IAP, CDP-Star luminescence, 30 min; active compounds read high; 1 = vehicle-only enzyme, 0 = enzyme-free background;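 active = activation factor of the enzyme at least 2-fold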; note: the source names both 10 and 20 µM as test concentration; values of inactives mirror those of a sister screen read the other way
Target sequence (P09923 whole entry, looked up): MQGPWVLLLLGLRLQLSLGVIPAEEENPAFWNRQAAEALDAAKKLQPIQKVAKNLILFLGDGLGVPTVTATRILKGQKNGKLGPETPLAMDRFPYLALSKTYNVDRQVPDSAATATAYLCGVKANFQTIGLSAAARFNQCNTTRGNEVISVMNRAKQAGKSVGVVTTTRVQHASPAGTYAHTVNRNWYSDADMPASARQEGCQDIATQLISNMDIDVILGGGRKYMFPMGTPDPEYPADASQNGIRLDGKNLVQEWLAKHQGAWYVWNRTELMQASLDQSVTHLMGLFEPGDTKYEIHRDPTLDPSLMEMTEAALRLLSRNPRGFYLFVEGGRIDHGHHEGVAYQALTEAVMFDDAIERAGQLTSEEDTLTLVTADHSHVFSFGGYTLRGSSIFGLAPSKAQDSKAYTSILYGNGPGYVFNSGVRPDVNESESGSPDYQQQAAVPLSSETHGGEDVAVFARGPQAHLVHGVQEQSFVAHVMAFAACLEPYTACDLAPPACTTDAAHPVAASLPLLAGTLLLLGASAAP
SENP1 inh = SENP1 (human) catalytic domain inhibition; Q9P0U3; recombinant SENP1 catalytic domain, CyPet-SUMO1-YPet FRET cleavage; inhibition, % at 10 µM; hit rate 0.21% among 360,000;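 active = inhibition at least 30% at 10 µM, raw YFP signal under a set limit, fluorescence ratio 0.5 to 1.5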;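 note: 0% = enzyme with DMSO and 100% = no enzyme wells; some results filed as inactive read as strong as hits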
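material = recombinant human SENP1 catalytic domain, His6-tagged | quantity = 20 pM enzyme | reagent = 25 nM SUMO1 FRET substrate | compound dosing = 10 µM single point, 0.5% DMSO | timing = 50 min enzyme reaction, room temperature, light-protected | detection = FRET, CFP and YFP emission | control set = no-enzyme low, enzyme-DMSO high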
NALP3 yeast inh = inhibitors of NALP3 inflammasome in yeast. Yeast reconstituted NLRP3/ASC/caspase-1, beta-gal luminescence, 24 h. inhibition, % at 10 µM. hit rate 0.39% among 330,000. AID 2825;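 active = inhibition of 50% or more; inactive = inhibition below 50%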;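 note: plate controls were induced DMSO wells for no effect and uninduced yeast grown without galactose for full effect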
hIAP inh = human IAP inhibition; hit rate 0.12% among 330,000; inhibition, % at 10 µM; purified IAP, CDP-Star luminescence, 30 min;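 active = inhibition reaching a set limit with compound at 10 µM in the primary screen, cut at about 35% in these data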;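 note: plate controls were DMSO wells with enzyme for no effect and no-enzyme buffer wells for full effect; values of inactives mirror those of a sister screen read the other way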
APOBEC3G inh = APOBEC3G (human) deaminase inhibition; inhibition, % at 20 µM; hit rate 0.28% among 330,000; recombinant A3G, ssDNA deamination FAM/TAMRA fluorescence;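 active = inhibition of at least 40% at 20 µM, with no more than 30% in the related APOBEC3A deaminase screen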;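 note: plate controls were DMSO wells with A3G for no effect and wells lacking A3G enzyme for full effect; some compounds called inactive have numbers as strong as hits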
Target sequence (Q9HC16 whole entry, looked up): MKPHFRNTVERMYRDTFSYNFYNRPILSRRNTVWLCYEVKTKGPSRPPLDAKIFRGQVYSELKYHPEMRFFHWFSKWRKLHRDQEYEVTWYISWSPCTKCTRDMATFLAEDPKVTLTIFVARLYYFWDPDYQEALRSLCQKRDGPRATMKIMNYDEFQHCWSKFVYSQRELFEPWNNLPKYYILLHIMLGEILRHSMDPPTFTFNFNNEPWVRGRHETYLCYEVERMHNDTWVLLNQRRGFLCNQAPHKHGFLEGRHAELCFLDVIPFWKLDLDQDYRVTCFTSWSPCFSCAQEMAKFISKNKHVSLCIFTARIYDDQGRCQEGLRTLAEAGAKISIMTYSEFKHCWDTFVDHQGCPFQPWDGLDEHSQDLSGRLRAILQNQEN
mIAP block = mouse IAP inhibition; purified mouse IAP, CDP-Star luminescence, 30 min; inhibition, % at 10 µM; AID 2806; hit rate 0.2% among 330,000;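 active = inhibition of at least 40% at 10 µM in the primary screen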;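 note: plate controls were DMSO with enzyme for no effect and no enzyme wells for full effect; values of inactives mirror those of a sister screen read the other way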
beta cell repl = induces beta-cell replication in MIN6 cells | MIN6 cells proliferation, ATPlite luminescence, 48 h; cells starved in 0.2% serum; 100% = growth in 10% serum | proliferation, % at 10 µM | hit rate 0.29% among 330,000;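 active = compounds whose signal lies at least 3.5 SD above the mean of all wells on their plate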;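 note: 0% = DMSO-treated cells in low-serum medium and 100% = 10% serum control; some compounds called inactive have numbers as strong as hits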
mIAP activ = mouse IAP activation; muIAP, CDP-Star luminescence, 30 min; active compounds read high; 1 = vehicle-only enzyme signal, 0 = enzyme-free wells; hit rate 0.24% among 330,000; activation factor at 10 µM;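 active = activation factor of at least 2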; note: the source names both 10 and 20 µM as test concentration; values of inactives mirror those of a sister screen read the other way
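Assay system: mouse IAP enzyme; Reagent: CDP-Star chemiluminescent phosphatase substrate; Compound: DMSO-dissolved test compounds; Incubation: 30 min, room temperature; Technique: luminescence from enzymatic CDP-Star hydrolysis; Controls: DMSO-only wells and no-enzyme negative control.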
Starred values were filed as active, the others as inactive; x = not tested or not shown. Not all compounds are listed (hit frequency here may not be typical).

SMILES	A3A deaminase	hIAP activ	SENP1 inh	NALP3 yeast inh	hIAP inh	APOBEC3G inh	mIAP block	beta cell repl	mIAP activ
O=C(O)CCCC(=O)Nc1ccccc1-n1ccnc1	-14	1.1	0	19	-8	-5	0	1	1
COc1ccc(CNC(=O)CSc2nnnn2-c2ccc(O)cc2)cc1	4	0.88	-1	13	12	5	-1	1	1
COc1ccc(S(=O)(=O)N[C@@H](CSCc2ccccc2)C(=O)O)cc1	-4	0.91	0	2	9	-5	3	2	0.97
CCOC(=O)N1CCC(NC(=O)CS(=O)(=O)Cc2nc(-c3cccc(Cl)c3)oc2C)CC1	-6	1.1	1	16	-12	-6	-5	-5	1
Cc1ccc(CNC(=O)c2ccccc2CCc2ccccc2)cc1	-4	0.92	3	19	8	-7	-14	-1	1.1
COc1ccccc1C(=O)NC(=S)Nc1ccc2[nH]c(=O)[nH]c2c1	0	0.97	2	0	3	-2	3	0	0.97
CC1CCC(NC(=O)CN2C(=O)NC(C)(C)C2=O)CC1 (stereo not given)	2	0.91	1	-5	9	-3	4	2	0.96
Cc1cc2[nH]c(=O)c(=O)[nH]c2cc1S(=O)(=O)N1CCN(c2ccccc2F)CC1	-3	1.2	1	16	-24	-3	4	3	0.96
Cc1ccc(-n2nc3c(=O)n(CCCC(=O)NCCc4ccccc4)nc(C)c3c2C)cc1	-6	1.1	2	-10	-12	-3	3	-5	0.97
Cc1cc2nc(-c3ccc(SCC(=O)NC(C)C)nc3)[nH]c2cc1C	10	1	x	1	-1	4	-2	-3	1
CCNC(=S)NN=C1CCC(C(C)(C)C)CC1 (stereo not given)	-3	1.1	3	16	-13	-4	5	0	0.95
CCn1c(SCC(=O)N/N=C/c2ccccc2OCC(=O)O)nnc1-c1ccccc1	5	1.1	x	13	-9	1	-2	-3	1
O=C(NC1CC1)C1CCN(C2CCN(C(=O)/C=C/c3cccc(F)c3F)CC2)CC1	1	1.2	-9	18	-15	-3	-5	-2	1.1
COc1ccc(Cl)cc1NC(=O)CN(C)C(=O)CCc1nc2ccccc2c(=O)[nH]1	-2	0.93	-3	15	8	-3	-4	0	1
O=C(COC(=O)c1ccc(S(=O)(=O)N2CCOCC2)cc1)Nc1ccccc1OC(F)F	-3	0.98	1	16	2	-7	-2	-2	1
CN1C=CC=C/C1=C1\SC(=S)N(C2CCCCC2)C1=O	-1	1.2	4	22	-17	-3	18	1	0.82
Cc1cc(C)nc(NS(=O)(=O)c2ccc(NC(=O)Cn3c(=O)oc4ccccc43)cc2)n1	-2	0.9	-5	12	10	-6	-12	-3	1.1
COCCNC(=O)C(c1ccc(Cl)cc1)N(C(=O)Cn1nnc2ccccc21)c1cccnc1 (stereo not given)	1	1.2	0	3	-17	-4	0	-1	1
Cc1c(C)c2ccc(O[C@@H]3O[C@H](CO)[C@H](O)[C@H](O)[C@H]3O)c(C)c2oc1=O	1	1.2	3	18	-16	-5	8	0	0.92
Cc1c(C(=O)N2CCCC2)c(S(=O)(=O)NCC(C)c2ccccc2)c(C)n1C (stereo not given)	0	1.1	1	19	-14	-2	0	0	1
Cc1nnc(SCC(=O)NN2C(=O)NC3(CCCCC3)C2=O)s1	-3	0.83	2	-14	17	-11	-14	-1	1.1
Cc1ccc2c(c1)NC(=O)c1cccc([N+](=O)[O-])c1CO2	14	1.1	x	14	-6	-4	2	3	0.98
C#CCSc1nnc(-c2ccc(OC)cc2)o1	-2	0.91	1	43	9	-4	2	1	0.98
CCn1c(Cc2ccccc2)nnc1SCC(=O)N1CCCCC1	4	0.99	-1	-2	1	0	8	2	0.92
Oc1ccccc1OCc1nc2ccccc2s1	-2	1	2	36	-3	-10	8	1	0.92

2 of these compounds in another layout:
| mol | A3A deaminase | hIAP activ | SENP1 inh | NALP3 yeast inh | hIAP inh | APOBEC3G inh | mIAP block | beta cell repl | mIAP activ |
| --- | --- | --- | --- | --- | --- | --- | --- | --- | --- |
| CCNC(=S)NN=C1CCC(C(C)(C)C)CC1 (stereo not given) | -3 | 1.1 | 3 | 16 | -13 | -4 | 5 | 0 | 0.95 |
| CCn1c(SCC(=O)N/N=C/c2ccccc2OCC(=O)O)nnc1-c1ccccc1 | 5 | 1.1 | x | 13 | -9 | 1 | -2 | -3 | 1 |

Remaining list, next part.
SMILES	A3A deaminase	hIAP activ	SENP1 inh	NALP3 yeast inh	hIAP inh	APOBEC3G inh	mIAP block	beta cell repl	mIAP activ
N#Cc1ccc(Oc2ccc(/C=N/O)cn2)cc1	3	1	1	36	-2	-1	7	-2	0.93
Cc1nc(C(=O)Nc2ccc(F)cc2)nn1-c1ccc([N+](=O)[O-])cc1	1	1	-2	16	0	2	-5	-2	1
CCOC(=O)/C(=N/Nc1ccccc1)Sc1nnc(CCc2ccccc2)n1-c1ccccc1	-6	0.86	2	0	14	-4	14	7	0.86
COc1cc2nc(N(CCCN(C)C)C(=O)c3ccc(C(=O)c4ccccc4)cc3)sc2cc1OC	-1	1.1	3	18	-10	4	9	-8	0.91
CC(=O)c1c(C)[nH]c(C(=O)Nc2ccccc2Cl)c1C	1	1.1	-1	19	-12	6	-8	0	1.1
C=CCN1C(=O)/C(=C/c2ccc(OC)cc2)S/C1=N/c1nccs1	-1	0.85	-39	-2	15	-6	11	-1	0.89
CC1CCN(c2ccc([N+](=O)[O-])c(SCCO)c2)CC1	-1	0.84	-1	34	16	-6	22	-1	0.78
O=P(CCN1CCCCC1)(c1ccccc1)c1ccccc1	1	1	0	-1	-3	-1	-1	-5	1
COc1ccc(OC)c(NC(=O)Cn2c(-c3ccc(Cl)cc3)noc2=O)c1	5	0.89	0	3	12	-2	-9	-4	1.1
CCN(C(=O)CN1C(=O)c2ccc([N+](=O)[O-])cc2C1=O)C1CCCCC1	4	1.1	2	15	-8	-2	-4	4	1
COc1ccc(Cc2nnc(NC(=O)c3ccccc3Cl)s2)cc1OC	-6	0.98	2	13	2	-7	1	-2	0.99
CC(C)(C)OC(=O)NCc1ccc(NC(=O)c2nc[nH]c2C(=O)NCCNC(=O)c2[nH]cnc2C(=O)Nc2ccc(CNC(=O)OC(C)(C)C)cc2)cc1	1	1.7	2	13	-70	-4	5	-5	0.95
O=C(Nc1nc(-c2nc3ccccc3s2)cs1)C1COc2ccccc2O1 (stereo not given)	-1	1	2	18	-3	-6	-4	-5	1
COc1cc(SC)ccc1C(=O)OCC(=O)N1CC(=O)Nc2ccccc21	-3	0.99	-4	10	1	-8	-9	-3	1.1
C/C(=N\NC(=O)C1CC1)c1ccc(C(C)(C)C)cc1	-3	0.97	1	11	3	-5	1	-2	0.99
Cc1ccnc(Sc2ccc([N+](=O)[O-])cn2)n1	-1	1	0	22	-4	4	-10	-1	1.1
COc1ccnc(Oc2ccc(C)cc2C)c1C#N	1	0.95	2	24	5	-5	7	-1	0.93
O=C(OCCN=C1NS(=O)(=O)c2ccccc21)c1cccc([N+](=O)[O-])c1	-3	0.97	2	14	3	0	6	0	0.94
O=C(C[C@H]1C/C=C\CC[C@@H](Cc2ccc(F)cc2)C(=O)OC[C@H]2CCCN2C1=O)N[C@H](CO)Cc1ccccc1	2	0.98	-1	6	2	-1	-11	0	1.1
CC1(C)Nc2ccccc2C(=O)N1c1ccccc1	-1	0.93	0	27	7	-1	3	2	0.97
Cc1cc(-c2csc(NC(=O)c3cc4ccccc4o3)n2)c(C)n1C	0	1.2	-9	6	-19	6	28	-3	0.72
COc1ccc(-c2cc(C(=O)Nc3cc(OC)c(OC)c(OC)c3)no2)cc1	2	1.1	1	13	-14	-7	-13	-1	1.1
O=C1CC(c2ccc(F)cc2)C(n2cncn2)C(O)=C1C1NCCc2ccccc21 (stereo not given)	3	1.1	-4	1	-10	1	0	0	1
O=C1CCCCC1C(Nc1ccc(Br)cc1)c1ccccc1 (stereo not given)	-1	1	-2	34	-2	-5	0	-4	1
Nc1ccc(Nc2ccccc2N)cc1	-3	1	-23	34	0	-4	14	-6	0.85
Going on with the list.
SMILES	A3A deaminase	hIAP activ	SENP1 inh	NALP3 yeast inh	hIAP inh	APOBEC3G inh	mIAP block	beta cell repl	mIAP activ
Cc1ccc(NC(=O)c2cccc3c2C(=O)N(C2CCCCC2)C3)cc1	4	0.83	-1	9	17	1	5	-6	0.95
O=C(c1ccccc1-c1nc(-c2ccc(Cl)cc2)no1)N1CCCC1	-4	0.99	0	16	1	-2	-11	-2	1.1
CC1(C)OC(=O)C=C(CC2NS(=O)(=O)OC3CCCCC23)O1 (stereo not given)	-4	0.83	-3	8	17	-6	7	1	0.93
COC(=O)c1ccc(NC(=O)C(=O)N2CCN(C(=S)Nc3cccc(OC)c3)CC2)cc1	4	0.98	1	14	2	-2	12	0	0.88
CCOC(=O)c1cccc(NC(=S)N2CCN(c3ncc4c(=O)c(C(=O)O)cn(CC)c4n3)CC2)c1	0	1	0	16	-1	-3	3	-3	0.97
CCCSc1nnc(CN2CCOCC2)n1C	8	0.98	0	-14	2	-6	-2	0	1
CCS(=O)(=O)c1ccc(O)c(NC(=O)Nc2ccc(C(C)(C)C)cc2)c1	5	1	2	2	-4	-2	2	-2	0.98
COc1ccc(C)cc1S(=O)(=O)N(CC(=O)Nc1cccc([N+](=O)[O-])c1)c1cc(C)cc(C)c1	-5	0.91	1	6	10	-7	8	0	0.92
COc1ccc(OC)c(S(=O)(=O)n2cnc3cc(C)c(C)cc32)c1	-3	0.94	3	33	6	-4	0	1	1
O=C(CNC(=O)C1CCCC1)Nc1ccccc1Br	-2	1.1	2	9	-6	-4	-8	-2	1.1
COc1ccc(NC(=O)C(c2ccc(C)cc2)N(C)C(=O)Cc2cccs2)cc1 (stereo not given)	0	1.1	2	0	-11	-6	-20	-2	1.2
NC(=O)c1cccnc1Oc1ccc(Cl)cc1Cl	-3	0.89	1	-5	11	-8	4	-2	0.96
COc1ccc(C)cc1S(=O)(=O)N(CC(=O)N1CCCC1)c1ccc(C)cc1	-4	0.99	-2	11	1	-4	-1	3	1
CCCCCCCCS(=O)c1sc2nc(C)cc(C)c2c1N (stereo not given)	-6	1	-9	14	-2	-6	1	-5	0.99
CC1(C)CC(NS(=O)(=O)c2cccc3ccccc23)CC(C)(C)N1	2	1	0	-8	-1	8	-6	0	1.1
C=CCn1c(SCCC)nc(O)cc1=O	-1	0.95	0	19	5	1	0	-2	1
CCc1ccc(NC(=O)CSc2nnc(Cc3cccn3C)n2-c2ccc(F)cc2)cc1	0	1.1	1	12	-9	1	0	-5	1
CCCOC(=O)c1ccc(NC(=O)c2ccccc2OC)cc1	-1	0.97	1	26	3	-3	11	3	0.89
CCOC(=O)N1CCN(C(=O)Cn2c(C)cc3ccccc3c2=O)CC1	0	1	-1	4	-2	-2	-6	-1	1.1
N#Cc1ccccc1NC(=O)COc1ccccc1C(=O)Nc1ccccc1	-1	1.1	-3	14	-8	-7	1	-3	0.99
O=C(CCC(NC(=O)OCc1ccccc1)C(=O)OCc1ccccc1)NCC(=O)OCc1ccccc1 (stereo not given)	-4	0.98	0	0	2	-3	3	0	0.97
CCOC(=O)C1CCCN(S(=O)(=O)c2ccc3c(c2)C(C)(C)C(=O)N3C)C1 (stereo not given)	-4	0.92	4	17	8	-6	7	-3	0.93
Cc1ccc(Cn2c(-n3nc(C)cc3C)nc3c2c(=O)[nH]c(=O)n3C)cc1	1	1.1	1	-10	-13	-4	-10	1	1.1
O=C(NC1CCCCC1)c1cc(-c2ccc(F)cc2)on1	-4	1.2	1	0	-15	-1	0	-1	1

From PubChem
